Screening data deposited in PubChem by Southern Research Specialized Biocontainment Screening Center.
PhoP GFP inhibition: Inhibition of PhoP regulon, Salmonella typhi GFP reporter cells, confirmation, 4 h (AID 1850) | Salmonella Typhi PhoP-promoter GFP reporter, fluorescence, 4 h; higher % means a stronger effect | inhibition, % at 50 µM; hits with a dose series show IC50 in µM | hit rate 0.33% among 310,000; in the data active = a potency from the dose series; inconclusive = inhibition mostly from about 25% at the one dose, without a potency; inactive = the rest, 99 in 100 with inhibition below about 19%;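 note: 0% = induced wells with vehicle and 100% = uninduced wells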
H37Rv inhibition: M. tuberculosis growth inhibition, HTS (AID 449762); hit rate 0.59% among 330,000; one-dose inhibition, % at 25 µM; IC50 in µM for titrated hits; M. tuberculosis H37Rv growth inhibition, 7H9 media; higher % means a stronger effect; in the data active = a potency from the dose series; inconclusive = inhibition above about 70% without an active follow-up result;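 note: bacterial growth assessed after seven days of incubation; strong numbers were not always called active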
tuberculosis growth: growth inhibition of non-replicating M. tuberculosis (AID 488890). Mycobacterium tuberculosis non-replicating, growth inhibition; higher % means a stronger effect. inhibition, % at 25 µM; hits with a dose series show IC50 in µM. hit rate 0.39% among 320,000; in the data active = a potency from the dose series; inconclusive = inhibition mostly from about 82% at the one dose, without a potency; inactive = the rest, 99 in 100 with inhibition below about 76%;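 note: plate controls were DMSO cells for no effect and high antibiotic wells for full effect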
H1N1 NS1A inhibition: NS1A inhibition, H1N1 influenza, cell based functional assay (AID 504329); inhibition, % at 12.5 µM, or IC50 in µM where a hit was titrated; hit rate 0.3% among 340,000; NS1A functional cell-based assay, percent inhibition; higher % means a stronger effect; in the data active = a potency from the dose series; inconclusive = inhibition above about 27% without an active follow-up result; note: strong numbers were not always called active
VEEV TC-83 Vero: inhibitors of VEEV TC-83 cytopathic effect, confirmation, Vero cells (AID 588727) | hit rate 0.13% among 350,000 | inhibition, % at 20 µM; hits with a dose series show IC50 in µM | Vero cells, VEEV TC-83 cytopathic effect inhibition; higher % means a stronger effect; in the data active = a potency from the dose series; inconclusive = inhibition mostly from about 14% at the one dose, without a potency; inactive = the rest, 99 in 100 with inhibition below about 12%; note: strong numbers were not always called active
VEEV TC-83 Vero 10K pilot screen: further read-out of VEEV TC-83 Vero, marked with its call; inhibition, %; measured here: 10K pilot screen inhibition
Numbers without * were called inactive; i = inactive; ? = inconclusive; / = not tested or not shown.

SMILES | PhoP GFP inhibition | H37Rv inhibition | tuberculosis growth | H1N1 NS1A inhibition | VEEV TC-83 Vero | others
Cc1cc(-n2c(C)cc(C(=O)COC(=O)CN=C3NS(=O)(=O)c4ccccc43)c2C)no1 | 7% | -9% | 15% | 10% | 0.2%
Cc1ccc([N+](=O)[O-])c(OCc2ncc(Cl)n2C)c1 | 5% | 0% | 13% | -4% | 0.4%
COc1ccc2c(c1)C(=O)N(c1ccc(C)cc1C)C(=O)C2 | -3% | 13% | 27% | 5% | 0.3%
O=C(CCCOc1ccc(Cl)cc1)NCC1CCCO1 (configuration not stated) | 0% | 3% | 54% | -3% | i
CC1CC(C)CN(CCCOc2ccccc2[N+](=O)[O-])C1 (configuration not stated) | 0% | 6% | 18% | 1% | 0.2%
COC(=O)c1c(NC(=O)C2COc3ccccc3O2)sc2c1CCN(Cc1ccccc1)C2 (configuration not stated) | -5% | 22% | 24% | -3% | 6.6%
CCCNc1nc(Nc2ccc(C)cc2)nc(N2CCCC2)n1 | 1% | ? | ? | -3% | i
CC1(c2nnc(Cc3ccccc3)o2)CC(c2ccc(Br)cc2)=NO1 (configuration not stated) | -1% | 2% | 31% | -1% | i
CC(C)CN(C(=O)COC(=O)Cc1c[nH]c2ccccc12)C1CCS(=O)(=O)C1 (configuration not stated) | -14% | -6% | 77% | 3% | 6.9%
O=C(O)CCC(=O)c1ccc2sc3ccccc3c2c1 | / | / | / | 1% | 2.0%
COc1ccccc1N1CCN(C(=O)C2CC(=O)N(c3ccccc3)C2)CC1 (configuration not stated) | 8% | 3% | -5% | -7% | 1.1%
CC(=O)Cc1cc(O)c2ccccc2c1OC(=O)c1ccc(Br)cc1 | 6% | 6% | -2% | -11% | 1.5%
Cc1ccc(/C=C2/SC(=S)N(c3ccc(S(=O)(=O)Nc4nccs4)cc3)C2=O)cc1 | -2% | 8% | 53% | 21% | 2.6%
CC1CCCC(NC(=O)CSc2nnc(C(F)(F)F)n2C)C1C (configuration not stated) | / | 4% | -3% | -5% | 0.3%
OCCC1CN(CC#Cc2ccccc2)CCN1Cc1ccccc1F (configuration not stated) | -5% | 3% | 4% | -92% | i
COC(=O)c1ccc(Cn2cnc3cnccc32)cc1 | 3% | 4% | -4% | 2% | 0.3%
O=C(COC(=O)c1ccc(F)cc1Cl)NCc1ccco1 | / | / | / | -8% | 0.7%
CCOC(=O)C1=C(C)N(C)C(=O)NC1c1c(C)nn(-c2ccccc2)c1C (configuration not stated) | 2% | 3% | 1% | -1% | 3.5%
CN(Cc1ccc(O)cc1)C1CCCCC1 | 6% | -4% | -1% | -2% | 1.3%
CC(=O)Nc1ccc(NC(=O)c2cccc(C(=O)OC(C)C)n2)cc1 | 3% | 6% | 5% | 10% | 5.8%
Cc1cc2nccc(-c3ccncc3)n2n1 | -20% | -11% | 6% | -7% | 1.0%
Cc1ccc(S(=O)(=O)N2c3cc(C)ccc3OCC2C(C)(C)C)cc1 (configuration not stated) | 7% | 3% | -6% | 15% | 6.0%
COc1cc(/C=C2\C(=N)N3N=C(C)SC3=NC2=O)cc(OC)c1OCCOc1ccccc1C | -3% | 7% | -7% | -5% | 1.8%
CCc1ccccc1NC(=O)NC1CC2CCC(C1)N2Cc1ccco1 (configuration not stated) | 7% | 3% | -7% | -8% | i
Cn1c(C(=O)c2ccccc2[N+](=O)[O-])nc2ccccc21 | -32% | 7% | 6% | 7% | 0.1%
(further entries)
SMILES | PhoP GFP inhibition | H37Rv inhibition | tuberculosis growth | H1N1 NS1A inhibition | VEEV TC-83 Vero | others
CCCCN(C)C(=S)Nc1ccsc1C(=O)OC | -2% | 9% | 31% | 0% | i
COc1ccc(C(=O)NC2CC2)cc1OC1CCN(Cc2ccccc2O)CC1 | -9% | 1% | -6% | 11% | i
CCCCOc1ccc2c(c1)/C(=C(\C(Cl)=C(Cl)Cl)[N+](=O)[O-])N2 | -5% | 4% | 15% | -11% | 1.2%
CCn1c(SCC(=O)Nc2cc(C)on2)nnc1-c1ccc(C)cc1 | -6% | 1% | 53% | -5% | 1.6%
Nc1nnc(SCCOc2cccc(Br)c2)s1 | -3% | 44% | 29% | -25% | i
CCOC(=O)c1c(-c2ccccc2)oc2ccc(OC(C)=O)cc12 | 2% | ? | -1% | -6% | i
Cc1ccc(CCN2CC(C(=O)NCCC(C)C)CC2=O)cc1 (configuration not stated) | -3% | -3% | -2% | 17% | 0.1%
COc1cccc(OC)c1C(=O)NC(=S)N1C[C@H]2C[C@H](C1)c1cccc(=O)n1C2 | 6% | -2% | 25% | 4% | 0.2%
O=C(NCCCN1CCCC1=O)C1CCN(S(=O)(=O)c2c(Cl)cccc2Cl)CC1 | 0% | 0% | 0% | -1% | 1.8%
CCCCC1CCC(C(=O)N(CC(C)C)c2c(N)n(CCCC)c(=O)[nH]c2=O)CC1 (configuration not stated) | -4% | 28% | 16% | 4% | 1.0%
Cc1ccccc1S(=O)(=O)Cc1ccc(C(=O)NCCN(C)Cc2ccccc2)o1 | -10% | 2% | 2% | -3% | i
C/C(=C\C(=O)c1ccccc1)NNC(=O)c1ccc(Cl)cc1 | 3% | 53% | ? | 0% | 1.8%
CCCCOc1ccc(C(=O)Nc2ccc(CN3CCOCC3)cc2)cc1 | -4% | 51% | ? | -1% | 0.5%
CCC(C)(C)n1nnnc1C(c1ccncc1)N1CCC(C)CC1 (configuration not stated) | -19% | -2% | -7% | -5% | 0.6% | VEEV TC-83 Vero 10K pilot screen=0.4
CN(CC(=O)Nc1cccc(S(=O)(=O)NC2=NCCCCC2)c1)Cc1ccc(C(C)(C)C)cc1 | -21% | 5% | 13% | 15% | 2.2%
CCC(C)NC(=O)CN(c1ccc(Cl)c(Cl)c1)S(C)(=O)=O (configuration not stated) | -10% | -9% | 7% | -3% | 4.1%
Cc1ccc(CNC(=O)C2CCN(S(=O)(=O)N3CCCC3)CC2)cc1 | 6% | 1% | 0% | -1% | 2.2%
COc1ccc(S(=O)(=O)n2nc(OC(=O)c3ccccc3)cc2N)cc1 | -7% | -7% | -7% | -12% | 6.2%
Cc1ccccc1NC(=O)CN(C)S(=O)(=O)c1ccc2c(c1)n(C)c(=O)c(=O)n2C | -3% | 6% | -3% | -7% | 3.3%
COC(=O)c1nc2n(n1)C(c1ccccc1OC)C1=C(CCCC1=O)N2 (configuration not stated) | 7% | 1% | -25% | 0% | 0.9% | VEEV TC-83 Vero 10K pilot screen=1.4
Cc1ccc(-c2ccc(=O)n(CC(=O)NCc3ccco3)n2)cc1 | -3% | -4% | 5% | 18% | 1.4%
O=C(O)CCN1C(=O)C2C3c4ccccc4C(c4ccccc43)[C@@H]2C1=O (some centres not stated) | 8% | 8% | -11% | -9% | 0.9%
COc1ccc(-c2csc(N3C(=N)SCC3=O)n2)cc1 | 5% | 1% | 13% | 2% | 1.4%
O=C(OCCc1cc2ccccc2c(=O)o1)c1cccs1 | / | 19% | 76% | 9% | 0.4%
O=C(/C=C/c1ccc(Cl)cc1)NCc1ccco1 | 12% | 7% | 73% | -5% | 0.7%

By substructure, the entries above with a COOH group (2)
SMILES | PhoP GFP inhibition | H37Rv inhibition | tuberculosis growth | H1N1 NS1A inhibition | VEEV TC-83 Vero | others
O=C(O)CCC(=O)c1ccc2sc3ccccc3c2c1 | / | / | / | 1% | 2.0%
O=C(O)CCN1C(=O)C2C3c4ccccc4C(c4ccccc43)[C@@H]2C1=O (some centres not stated) | 8% | 8% | -11% | -9% | 0.9%

Next section
SMILES | PhoP GFP inhibition | H37Rv inhibition | tuberculosis growth | H1N1 NS1A inhibition | VEEV TC-83 Vero | others
CCOc1ccc(C(=O)O/N=C(\N)c2ccc([N+](=O)[O-])cc2)cc1OCC | 0% | 10% | -1% | 4% | 1.0%
CCOCCCn1cnc2c([nH]c3cc(OC)ccc32)c1=O | -1% | -2% | -1% | 0% | 2.7%
CCCCc1ccc(NC(=S)NCc2cccnc2)cc1 | 11% | -13% | ? | -5% | 0.4%
COc1cccc(NC(=O)NCCCSC2CCCCC2)c1 | -7% | -2% | 29% | -5% | i
Nc1nnc(N2CCCCCC2)s1 | -1% | -2% | 6% | 2% | 1.4%
C/C(CC(=O)Nc1ccc2c(c1)OCCO2)=N\NC(=O)COc1ccccc1 | 4% | -6% | -14% | -3% | 1.9%
Cc1cc(C)c(NC(=O)c2cc(=O)c3ccccc3o2)c(C)c1 | -2% | 4% | 13% | 6% | 1.0%
O=C1CC(N2CCN(c3ccc(F)cc3)CC2)C(=O)N1c1ccccc1 (configuration not stated) | 3% | -2% | 3% | -13% | 0.4%
O=C1NC2(CCCCC2)C(=O)N1Cc1cc(=O)n2ccsc2n1 | 8% | 0% | 12% | -7% | 3.1%
COc1ccc(COc2cc(-c3cccc(OC)c3)nc3ccc(NC(=O)c4ccc(C)cc4)cc23)cc1 | 0% | ? | 34% | -14% | 10% | VEEV TC-83 Vero 10K pilot screen=9.5
Cc1nc2ccccn2c1CN(C)C(=O)C1CCC(=O)N(CCc2cccc(F)c2)C1 (configuration not stated) | 2% | 3% | 3% | -6% | 4.9%
COc1cc(NC(=O)N[C@@H](Cc2ccccc2)C(=O)O)cc(OC)c1 | 20% | -11% | -6% | -2% | i | VEEV TC-83 Vero 10K pilot screen=0.6
CC(=O)N1CCN(CC(=O)Nc2c(Cl)ccc(C)c2Cl)CC1 | -8% | -6% | 0% | -1% | i
COc1ccc(-c2ccc3c(c2)O/C(=C\c2ccsc2)C3=O)cn1 | / | 7% | / | 4% | 0.4%
CC(C)C(NC(=O)c1ccc(C(C)(C)C)cc1)C(=O)OCC(=O)NC(=O)Cc1ccccc1 (configuration not stated) | 10% | -1% | -15% | 0% | 0.9%
Cc1c(C)c2cc(Cl)c(OCC(=O)N3C[C@H]4C[C@@H](C3)c3cccc(=O)n3C4)cc2oc1=O | -1% | -5% | -10% | -5% | 0.9%
COc1ccc(CCNC(=O)C(=O)c2cn(CC(=O)N3CCOCC3)c3ccccc23)cc1 | 6% | -4% | -15% | 11% | 1.2%
O=c1[nH]c(-c2ccc(Cl)cc2)nc(=S)[nH]1 | 7% | 2% | 21% | 10% | 4.7%
C=CCn1c(O)c(/C=N/NC(=O)c2ccncc2)c(=O)[nH]c1=O | -1% | ? | / | 6% | 0.9%
CCC(=O)c1ccc(OCC(=O)Nc2ccccc2C(=O)NC2CC2)cc1 | / | 6% | -8% | -9% | 5.0%
Nc1c(/C=C2/C=CC(=O)C(O)=C2)c(=O)nc2sc(CC(=O)N3CCCCC3)nn12 | -1% | -3% | -14% | 12% | 0.1%
CCS(=O)(=O)N1CCCC(C(=O)NCCCOC)C1 (configuration not stated) | 1% | 1% | -5% | -12% | 0.5%
COc1ccc(S(=O)(=O)N(CC(=O)Nc2ccc3c(c2)OCO3)c2ccccc2OC)cc1 | -10% | -2% | -6% | 2% | 6.8%
CN(c1ccccc1)S(=O)(=O)c1ccc(Cl)c(C(=O)Nc2nn[nH]n2)c1 | -4% | -3% | 0% | -8% | 0.7%
O=C(O)C1C2C=CC(C2)C1C(=O)NCc1ccccc1F (configuration not stated) | 4% | -2% | -10% | -15% | 0.4%

Part of the list above in order of SMILES length, high to low:
SMILES | PhoP GFP inhibition | H37Rv inhibition | tuberculosis growth | H1N1 NS1A inhibition | VEEV TC-83 Vero | others
Cc1nc2ccccn2c1CN(C)C(=O)C1CCC(=O)N(CCc2cccc(F)c2)C1 (configuration not stated) | 2% | 3% | 3% | -6% | 4.9%
CCC(=O)c1ccc(OCC(=O)Nc2ccccc2C(=O)NC2CC2)cc1 | / | 6% | -8% | -9% | 5.0%
Nc1nnc(N2CCCCCC2)s1 | -1% | -2% | 6% | 2% | 1.4%

The list goes on:
SMILES | PhoP GFP inhibition | H37Rv inhibition | tuberculosis growth | H1N1 NS1A inhibition | VEEV TC-83 Vero | others
COc1ccccc1N=C1NC(=O)/C(=C/c2ccc(N(C)C)cc2)S1 | -9% | 15% | 31% | 4% | 9.5%
CC(=O)Nc1ccc(NC(=O)CSc2nnc(-c3cccs3)n2N)cc1 | 6% | -4% | 0% | -1% | 1.4%
COC(=O)c1ccc(NC(CC(C)C)C(=O)OC)c([N+](=O)[O-])c1 (configuration not stated) | 2% | 1% | 18% | 7% | i
O=C(C1CCCN(C2CC(=O)N(c3ccc(F)cc3)C2=O)C1)N1CCCC1 (configuration not stated) | -2% | -1% | 22% | -8% | 0.4%
CCCC(=O)N/C(N)=N/c1nc2ccccc2o1 | -18% | 13% | 1% | 5% | 0.8%
CC(C)(C)OC(=O)N1CCC(c2c(C(=O)NC3CC3)cnn2-c2ccc(Cl)cc2)CC1 | 5% | 3% | 48% | -1% | 0.9%
CC(=O)NCCc1ccc(C(=O)Cn2cnc3ccccc3c2=O)cc1 | 4% | -6% | -5% | -4% | i
O=C(Nc1nncs1)c1cccc(S(=O)(=O)N2CCCCC2)c1 | -2% | -5% | 12% | 20% | 2.1%
